bub3 – NCI yeast anticancer drug screen, S. cerevisiae bub3 mutant strain; AID 167; % growth inhibition at 50 µM; actives 9.9% (n = 78,000);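 also: 0% = growth of vehicle-only cultures of the same strain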
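Whole-cell yeast assay. The mutant strain was incubated with compounds, and growth inhibition was determined by comparison with vehicle-treated cells.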
yeast sgs1 mgt1 – NCI yeast anticancer drug screen, S. cerevisiae sgs1 mgt1 strain | % growth inhibition at 50 µM | actives 10% (n = 78,000);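 also: 0% = growth of vehicle-only cultures of the same strain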
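Test agents were incubated with a DNA-repair-mutant yeast strain. Growth was then read and compared against vehicle-treated controls.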
yeast mlh1 rad18 – NCI yeast anticancer drug screen, S. cerevisiae mlh1 rad18 strain. % growth inhibition at 50 µM. actives 11% (n = 79,000);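 also: 0% = growth of vehicle-only cultures of the same strain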
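In this whole-cell yeast screen, a strain with altered DNA damage repair is challenged with compound, and its growth is measured against matched vehicle-treated controls.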
yeast cln2 rad14 – NCI yeast anticancer drug screen, S. cerevisiae cln2 rad14 strain | actives 8.3% (n = 78,000) | growth inhibition, % at 50 µM;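 also: 0% = growth of vehicle-only cultures of the same strain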
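cln2 rad14 yeast strain; compound exposure; growth inhibition read vs vehicle controls.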
yeast mec2-1 – NCI yeast anticancer drug screen, S. cerevisiae mec2-1 strain; growth inhibition, % at 50 µM; actives 9% (n = 79,000);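 also: 0% = growth of vehicle-only cultures of the same strain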
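Mutant yeast (mec2-1) grown with compound; growth inhibition relative to vehicle control reported.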
yeast rad50 – NCI yeast anticancer drug screen, S. cerevisiae rad50 strain | growth inhibition, % at 50 µM | actives 10% (n = 79,000);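 also: 0% = growth of vehicle-only cultures of the same strain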
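Genetically altered yeast (DNA repair pathway); compound treatment; growth inhibition vs vehicle ctrl.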
The depositor's hits bear a star; . = no result given. Rule as the data show it: active = growth inhibition above about 70%; inactive = the rest.

| no. | Compound | bub3 | yeast sgs1 mgt1 | yeast mlh1 rad18 | yeast cln2 rad14 | yeast mec2-1 | yeast rad50 |
| --- | --- | --- | --- | --- | --- | --- | --- |
| 1 | OC1CNc2c(ccc3ccccc23)C1 (stereo not drawn) | -38 | -13 | -6 | -17 | -26 | 11 |
| 2 | O=C(O)C(Nc1ccc(Cl)cc1)c1ccccc1 (stereo not drawn) | 8 | 19 | -23 | 6 | 3 | 2 |
| 3 | COC(=O)Nn1c(C)c(C(=O)Nc2ccc(OC)cc2)c(C(=O)OC)c1C | 10 | 14 | 22 | 3 | -16 | 33 |
| 4 | N#Cc1ccc(OCCCOc2ccccc2)cc1 | 37 | 21 | 4 | -3 | 47 | 4 |
| 5 | S=c1sc2cscc2s1 | -3 | -8 | -2 | 29 | 19 | -7 |
| 6 | COc1cc(OC)c(C(=O)/C=C/c2ccncc2)cc1C(=O)O | 20 | 16 | -6 | 13 | -15 | 10 |
| 7 | O=C1C=C2SCCN2C(=O)C1 | -6 | -9 | 15 | -3 | -34 | -6 |
| 8 | O=C(N/N=C/c1ccc2c(c1)CCC2)c1cccc([N+](=O)[O-])c1 | . | . | -16 | . | -31 | -18 |
| 9 | CCOC(=O)C(C(=O)CC)C(=O)OCC | 14 | 16 | 13 | 8 | 11 | 14 |
| 10 | C[N+](C)(C)c1ncnc2c1ncn2C1CCCCO1 (stereo not drawn) | -9 | -28 | 16 | 64 | -28 | 11 |
| 11 | CC(NC(=O)C(CSCc1ccccc1)NC(=O)OCc1ccccc1)C(=O)OCc1ccccc1 (stereo not drawn) | -3 | -11 | 11 | 24 | -10 | -38 |
| 12 | Cc1ccc(NC(=O)Oc2ccccc2C(N)=O)cc1NC(=O)Oc1ccccc1C(N)=O | -2 | 7 | 1 | 1 | 10 | 3 |
| 13 | CCCCCC(=O)c1ccco1 | 3 | 1 | -12 | 12 | 2 | -1 |
| 14 | N#CC1c2ccccc2CCN1C(=O)c1ccccc1 (stereo not drawn) | 19 | 9 | 7 | 5 | 1 | 21 |
| 15 | O=C(/C=C/c1ccc(Cl)cc1)NC1C=Nc2ccc([N+](=O)[O-])cc2NC1=O (stereo not drawn) | 92* | 97* | 97* | 92* | 96* | 96* |
| 16 | NC(=O)c1cc[n+](-c2ccc([N+](=O)[O-])cc2[N+](=O)[O-])cc1 | 19 | 27 | 57 | 35 | 0 | 19 |
| 17 | Cc1c2cc[n+](C)cc2c(C)c2c1[nH]c1ccc(Cl)cc12 | 92* | 93* | 91* | 92* | 92* | 90* |
| 18 | CCC(c1ccc(O)cc1)c1cc2c(cc1OCC(=O)OC)OCO2 (stereo not drawn) | 1 | -5 | 10 | -7 | -9 | -5 |
| 19 | Cc1cc(C)c(NC(=O)c2c(Cl)c(Cl)c(Cl)c(Cl)c2C(=O)O)c(C)c1 | 6 | 0 | 0 | -51 | -4 | -5 |
| 20 | C#CCn1cnc2c1c(=O)n(C)c(=O)n2C | -12 | -7 | -11 | -1 | -13 | 10 |
| 21 | O=C(CN1CCC(O)(c2ccc(F)cc2)CC1)N1CCN(C/C=C/c2ccccc2)CC1 | -2 | 10 | 21 | 23 | 7 | 42 |
| 22 | CCC(CC)C(=O)OCCOCCOCCOC(=O)C(CC)CC | -3 | -2 | 1 | 7 | -17 | -9 |
| 23 | CCOCCCN | 17 | 7 | 5 | 3 | 17 | 38 |
| 24 | c1ccc2cc(CNCCCCNCCCNCc3ccc4ccccc4c3)ccc2c1 | 85* | 62 | 76* | 46 | 39 | 64 |
| 25 | CN(C)c1ccc2nc3c(C(=O)O)cc(=O)c(O)c-3oc2c1 | -82 | -56 | -16 | -78 | -32 | -19 |
| 26 | CNc1cc(SCc2ccccc2)nc(N)n1 | -11 | 4 | 4 | -22 | -8 | -8 |
| 27 | COC(=O)C(Cc1ccccc1)N1CCCCC1 (stereo not drawn) | 21 | -12 | -2 | -17 | 8 | 15 |
| 28 | COc1cc2c(cc1O)C(=O)c1[nH]c3ccccc3c1CC2 | 21 | 30 | 57 | 11 | 31 | 35 |
| 29 | O=C1Nc2ccccc2C1(O)C[N+](=O)[O-] (stereo not drawn) | -2 | 31 | 14 | 34 | 11 | 45 |
| 30 | CCN(CC)CCNc1ccc([N+](=O)[O-])c2nc3ccccc3c(N)c12 | 7 | 82* | 85* | 37 | 35 | 74* |
| 31 | CCCCCCCCCCCO | 2 | -4 | -19 | -7 | -13 | -6 |
| 32 | O=S(=O)(CC(Cl)c1ccccc1)c1nc2ccccc2s1 (stereo not drawn) | 71* | 73* | 47 | 43 | 79* | 70 |
| 33 | COc1ccc2c(c1)C(N)=C(c1ccccc1)C2=O | 59 | 63 | -32 | 1 | 28 | 70* |
| 34 | CCC(C)C(=O)OC(=O)c1ccc([N+](=O)[O-])cc1 (stereo not drawn) | 10 | 5 | 30 | -20 | 0 | 36 |
| 35 | CC(=O)Nc1ccc2c(c1)Cc1cc(Cl)c(Cl)cc1-2 | -4 | 32 | 38 | -17 | -4 | 58 |
| 36 | CN=c1ss/c(=N\C(=S)N(C)C)n1C | -12 | -22 | 7 | 28 | -10 | 0 |
| 37 | CC(C)C(=O)NC(C)(C)C | 8 | 8 | 18 | 7 | -1 | 17 |
| 38 | O=C(c1ccc(Br)cc1)C(C(c1ccccc1)N1CCOCC1)N1CCOCC1 (stereo not drawn) | -21 | -10 | 32 | -20 | -1 | 3 |
| 39 | NC(CCCCCCCCCCCCC(N)C(=O)c1ccccc1)C(=O)c1ccccc1 (stereo not drawn) | -3 | -12 | -10 | -32 | -10 | -6 |
| 40 | CCOC(=O)CCC(NC(=O)c1ccc(NCc2nc3c([nH]2)c(=O)n(C)c(=O)n3C)cc1)C(=O)OCC (stereo not drawn) | -9 | 14 | 14 | 3 | 13 | 2 |
| 41 | c1ccc(CSC2(SCc3ccccc3)CCCCC2)cc1 | -16 | -17 | -1 | -14 | -31 | -26 |
| 42 | CCCCc1ccc2[n+](c1)C(C(=O)OCC)=PC2 (stereo not drawn) | -20 | -21 | -12 | -19 | -37 | -18 |
| 43 | OCC(O)CNc1ncnc2ccccc12 (stereo not drawn) | 2 | 3 | 10 | -26 | -12 | -2 |
| 44 | O=C1C(O)=C(Cl)C(=O)C(O)=C1Cl (tested in a mixture with another compound) | 36 | 0 | 16 | 16 | -23 | 23 |
| 45 | Cc1cc(=Nc2ccc3c(c2)c(N)cc(C)[n+]3C)nc(N)n1C | 89* | 95* | 97* | 92* | 92* | 97* |
| 46 | Cc1ccc(CCNn2cnc3c(=O)[nH]cnc32)cc1 | 11 | 7 | -8 | -21 | 19 | 0 |
| 47 | O=C(Nc1ccccc1)OCC(CN1CCCCC1)OC(=O)Nc1ccccc1 (stereo not drawn) | -24 | -14 | -37 | 6 | -38 | -36 |
| 48 | C[N+]1(CC(O)c2ccccc2)CCCC1 (stereo not drawn) | 6 | 0 | -11 | 33 | 13 | 4 |
| 49 | CCSc1[nH]c(Nc2nc(-c3ccccc3)n(-c3ccccc3)n2)c(C(N)=O)c1C(N)=O | -10 | 8 | 7 | -6 | 1 | -17 |
| 50 | C=CCC(C(C)=O)C(=O)OCC (stereo not drawn) | -31 | -10 | -14 | -25 | -21 | -12 |
| 51 | C=CCCCCCCCCC(=O)NCC1CCCCO1 (stereo not drawn) | 10 | 68 | 58 | -1 | 0 | 3 |
| 52 | CCOC(=O)/C(C=Nc1c(C)n(C)n(-c2ccccc2)c1=O)=C(/O)c1ccccc1 | 30 | 12 | 23 | 6 | 6 | 5 |
| 53 | Cc1ccc(NC(=S)Nc2ccccc2C)nc1 | 3 | 28 | 19 | 13 | 9 | 6 |
| 54 | CN(CC(C)(C)C(O)c1ccccc1)C(=O)c1ccccc1 (stereo not drawn) | 8 | 13 | 13 | 21 | -6 | 1 |
| 55 | OC1c2cccn2-c2cc(Cl)ccc2SC1c1ccccc1 (stereo not drawn) | 96* | 96* | 95* | 93* | 82* | 97* |
| 56 | COc1cc(C2SC(N)=Nc3c2c(C)nn3C(=O)c2ccccc2O)cc(OC)c1OC (stereo not drawn) | 79* | 80* | 50 | 56 | 40 | 52 |
| 57 | CC(=O)N(C1=C(Cl)C(=O)c2ccccc2C1=O)c1ccc(Cl)cc1 | 80* | 99* | 97* | 78* | 95* | 98* |
| 58 | CCOC(=O)C(Cc1ccc([N+](=O)[O-])cc1)C(=O)OCC | 19 | 1 | 2 | 10 | -39 | 1 |
| 59 | CCNC(=O)Oc1cccc(NC(=O)CC)c1 | 4 | 0 | 4 | -14 | -4 | 3 |
| 60 | CCSCN1CCN(CSCC)CC1 | -12 | 4 | -5 | 28 | 1 | 1 |

(list continues)
Second line of a record – bub3, yeast sgs1 mgt1, yeast mlh1 rad18, yeast cln2 rad14, yeast mec2-1, yeast rad50
[61] N#CC(C#N)=C1c2ccccc2Oc2ccccc21
→ 3, -5, 1, -10, 18, -13
[62] O=P(O)(O)OCC(O)CO (stereo not drawn)
→ -22, 9, -10, 25, -7, -5
[63] COc1ccc(OC)c2c(C(=O)O)c(Cc3ccccc3)ccc12
→ -1, -8, 7, 18, 2, -15
[64] CCOC(=O)/C=C(/OCC)C(=O)OCC
→ -7, 8, -15, -3, 3, -1
[65] CC/C(=N/N(C)C)C(=O)OC(C)(C)C
→ 1, -16, -4, -45, -25, -43
[66] O=C1C=C(Cl)C(=O)C(c2ccc(Cl)cc2)=C1
→ 92*, 93*, 92*, 91*, 92*, 91*
[67] O=C1C(Cl)C(c2ccc(O)cc2)N1n1cnc2ccccc2c1=O (stereo not drawn)
→ 33, 59, 37, 32, 38, 57
[68] O=C1Oc2ccccc2OC1c1ccccc1 (stereo not drawn)
→ -11, 6, 15, -14, -2, 7
[69] O=[N+]([O-])c1cc(-c2nnc(C34CC5CC(CC(C5)C3)C4)o2)cc([N+](=O)[O-])c1
→ -12, -11, -24, -4, -14, -13
[70] CCOC(=O)CC(C(=O)OCC)C(=O)OCC
→ 5, -8, -4, -6, -11, -7
[71] CN(C)CC1CCCCN1 (stereo not drawn)
→ -14, -5, 9, 8, -5, 4
[72] COC(C(=O)NN)c1ccccc1 (stereo not drawn)
→ -36, -60, -36, -44, -60, -25
[73] O=C(O)CSCc1cc2c(O)c(c1)Cc1cc(CSCC(=O)O)cc(c1O)Cc1cc(CSCC(=O)O)cc(c1O)Cc1cc(CSCC(=O)O)cc(c1O)C2
→ 44, -7, 0, 15, -6, -7
[74] Cc1cc(=O)n2c(n1)Nc1ccccc1C2
→ 46, 3, 7, 2, -26, 22
[75] O=C(c1ccccc1)C1(c2ccccc2)OC1(C(=O)c1ccccc1)c1ccccc1 (stereo not drawn)
→ -3, 8, 4, -8, -5, 15
[76] N#CCC(=O)N1CCNC1=O
→ -6, -18, -4, -24, -18, -15
[77] CC(=O)OCC1(C)NC(=O)c2ccccc2O1 (stereo not drawn)
→ 10, 7, 22, 8, 20, 8
[78] COc1ccccc1NC(=O)CC(=O)N1N=C(C)C(N=Nc2ccc(S(N)(=O)=O)cc2)C1=O (stereo not drawn)
→ 11, -8, 11, 13, -2, 13
[79] Nc1nc(N)c2ncn(C3C=CC(CO)C3)c2n1 (stereo not drawn)
→ -21, -11, -15, 9, -7, -9
[80] C[n+]1c2ccccc2cc2[nH]c3ccccc3c21
→ 73*, 80*, 77*, 65, 79*, 74*
[81] CN1C(=O)C(O)CC1c1ccccc1F (stereo not drawn)
→ -10, 1, -16, 2, 5, 6
[82] N/N=C/c1ccc2ccccc2n1
→ 13, -17, -20, -2, -13, -14
[83] Nc1ccc2[nH]cc(CC(N)C(=O)O)c2c1 (stereo not drawn)
→ 16, -5, -23, -14, -37, 1
[84] CC(C)C[NH-].CC(C)C[NH-].[Cl][Pt+2]([Cl])([Cl])[Cl]
→ 89*, 89*, 88*, 83*, 92*, 85*
[85] C#CCN(CCO)Cc1ccccc1
→ -4, -4, 3, 9, -19, -3

Four of the compounds above, with each value named.
#18 CCC(c1ccc(O)cc1)c1cc2c(cc1OCC(=O)OC)OCO2 (stereo not drawn)
  bub3 = 1 | yeast sgs1 mgt1 = -5 | yeast mlh1 rad18 = 10 | yeast cln2 rad14 = -7 | yeast mec2-1 = -9 | yeast rad50 = -5
#19 Cc1cc(C)c(NC(=O)c2c(Cl)c(Cl)c(Cl)c(Cl)c2C(=O)O)c(C)c1
  bub3 = 6 | yeast sgs1 mgt1 = 0 | yeast mlh1 rad18 = 0 | yeast cln2 rad14 = -51 | yeast mec2-1 = -4 | yeast rad50 = -5
#20 C#CCn1cnc2c1c(=O)n(C)c(=O)n2C
  bub3 = -12 | yeast sgs1 mgt1 = -7 | yeast mlh1 rad18 = -11 | yeast cln2 rad14 = -1 | yeast mec2-1 = -13 | yeast rad50 = 10
#21 O=C(CN1CCC(O)(c2ccc(F)cc2)CC1)N1CCN(C/C=C/c2ccccc2)CC1
  bub3 = -2 | yeast sgs1 mgt1 = 10 | yeast mlh1 rad18 = 21 | yeast cln2 rad14 = 23 | yeast mec2-1 = 7 | yeast rad50 = 42

Screening data: PubChem BioAssay, NCI
